Assay outcomes deposited in PubChem BioAssay by several laboratories.
SIAH1 antagonists – Siah-1 peptide-binding antagonists, primary screen, biochemical, fluorescence polarization, rhodamine-plectin, uHTS (AID 1817) | actives 0.02% (n = 290,000) | Siah-1 / rhodamine-plectin peptide fluorescence polarization; higher % means a stronger effect | one-dose displacement, % at 20 µM; IC50 in µM for titrated hits;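 active = displacement of at least 50% at 20 µM, with a fluorescence ratio check between 0.3 and a set limit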;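 also: plate controls were Siah plus tracer with DMSO for no effect and tracer alone without Siah for full effect; strong numbers were not always called active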
RSV antiviral HEp-2 – RSV antiviral activity via CPE protection, HEp-2 cells, primary 10 µM value included (AID 2391) | HEp-2 cells, RSV-induced CPE inhibition; higher % means a stronger effect | actives 0.13% (n = 310,000) | CPE inhibition, % at 10 µM; hits with a dose series show IC50 in µM; in the data active = a potency from the dose series; also: strong numbers were not always called active
PhoP inhibition – PhoP-dependent GFP reporter repression – Salmonella Typhimurium, primary screen (AID 1863). S. Typhimurium PhoP-regulated promoter GFP reporter, 4 h; higher % means a stronger effect. one-dose inhibition, % at 50 µM; IC50 in µM for titrated hits. actives 0.16% (n = 300,000);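 active = inhibition over 29.93%, a cutoff 3 SD above the screen mean, later confirmed by dose response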;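 also: 0% = low Mg2+ inducing control and 100% = high Mg2+ repressing control; strong numbers were not always called active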
XIAP antagonists – XIAP antagonists, biochemical, IAP family, fluorescence polarization (AID 1018) | one-dose displacement, % at 20 µM; IC50 in µM for titrated hits | actives 0.007% (n = 200,000) | XIAP BIR domain, fluorescence polarization peptide displacement; higher % means a stronger effect; in the data active = displacement above about 50%; also: a part of the inactive calls stands beside numbers as strong as those of hits
human PMI inhibition – inhibitors of human PMI, primary screen, biochemical, fluorescence intensity, coupled assay (AID 1209). actives 0.42% (n = 190,000). inhibition, % at 20 µM; hits with a dose series show IC50 in µM. purified PMI enzyme, coupled fluorescence intensity; higher % means a stronger effect;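 also: plate controls were DMSO vehicle for no effect and wells lacking substrate for full effect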
Myeloid diff 2 – myeloid differentiation induction; ER-HoxA9 myeloid progenitors, lysozyme-GFP differentiation, flow cytometry; calls only at 10 µM; actives 1% (n = 360,000);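 active = normalized GFP-positive differentiation at or above the plate's own cutoff, the solvent-only control mean plus 3 SD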;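 also: cells exposed to compound for four days before flow analysis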
WT yeast gro inh – growth inhibition of WT yeast, mitochondrial fusion screen; mitochondrial fusion phenotypic screen, WT strain; inhibition, % at 10 µM; actives 2.1% (n = 190,000); AID 1362; in the data active = inhibition above about 58%; tested in S. cerevisiae
TNAP activators – human TNAP enzyme activators, primary screen, biochemical, luminescent, no phosphate acceptor, uHTS (AID 1001) | purified TNAP, luminescent activation assay, no phosphate acceptor; higher activation fold means a stronger effect | activation fold at 20 µM; hits with a dose series show EC50 in µM | actives 0.03% (n = 200,000); in the data active = activation fold from about 3, or a potency from the dose series; inactive = the rest, 99 in 100 with activation fold below about 1.6; also: many of its hits are not listed in these tables
human PMI inhibitors – human PMI inhibitors, high substrate, primary screen, biochemical, fluorescence intensity, high mannose 6-phosphate (AID 1220); recombinant PMI enzyme, coupled fluorescence intensity; higher % means a stronger effect; inhibition, % at 20 µM; hits with a dose series show IC50 in µM; actives 0.66% (n = 190,000)
WT yeast gro inh mutant strain – recorded beside WT yeast gro inh, whose call it bears; inhibition, %; mitochondrial fusion phenotypic screen, mutant strain inhibition
Myeloid diff 2 GFP+ MAC1+ % – second read-out of Myeloid diff 2, no call of its own (marks repeat the call); GFP+ MAC1+ double positive, %; measured here: differentiation confirmed by MAC1 staining
Starred values were filed as active, the others as inactive; & = joins results of further samples. Rule as the data show it, unless noted: active = inhibition above about 50%; inactive = the rest.

What do the screens show for `Oc1c(Br)cc(Br)cc1CNc1ccc(F)cc1`?
SIAH1 antagonists: inactive; RSV antiviral HEp-2: 7.7%; PhoP inhibition: -5%; XIAP antagonists: -8.4%; human PMI inhibition: 1%; Myeloid diff 2: inactive; WT yeast gro inh: 83*; TNAP activators: 1; human PMI inhibitors: 44%; WT yeast gro inh mutant strain: 52*; Myeloid diff 2 GFP+ MAC1+ %: 0.2

What do the screens show for `O=C(Nc1cnn(C23CC4CC(CC(C4)C2)C3)c1)c1cnn2cccnc12`?
SIAH1 antagonists: -3%; RSV antiviral HEp-2: 0.1%; PhoP inhibition: 4%; XIAP antagonists: -4.4%; human PMI inhibition: 9%; Myeloid diff 2: inactive; WT yeast gro inh: 9; TNAP activators: 1.1; human PMI inhibitors: -2%; WT yeast gro inh mutant strain: 1; Myeloid diff 2 GFP+ MAC1+ %: 7.5

How did COc1ccc(N2CCN(CC(=O)Nc3ccc(SC(F)F)cc3)CC2)cc1 do in these assays?
SIAH1 antagonists: 0%; RSV antiviral HEp-2: 17%; PhoP inhibition: 13%; XIAP antagonists: -5.6%; human PMI inhibition: 9%; Myeloid diff 2: inactive; WT yeast gro inh: 10; TNAP activators: 1.1; human PMI inhibitors: 8%; WT yeast gro inh mutant strain: 3; Myeloid diff 2 GFP+ MAC1+ %: 0.1

How did COc1ccc(CCOC(=O)c2ccc(NC(=O)CC#N)cc2)cc1 do in these assays?
SIAH1 antagonists: -4%; RSV antiviral HEp-2: 9.4µM*; PhoP inhibition: 3%; Myeloid diff 2: inactive; Myeloid diff 2 GFP+ MAC1+ %: 1.0

Results for CCC(CC)C(=O)N1N=C(c2ccc(NS(C)(=O)=O)cc2)CC1c1ccc(C)cc1 (stereo not given) ?
SIAH1 antagonists: 1%; RSV antiviral HEp-2: 6.2%; PhoP inhibition: 1%; Myeloid diff 2: inactive; Myeloid diff 2 GFP+ MAC1+ %: 0.8

What do the screens show for `N=C1C(c2ccccc2)=C(O)CN1c1cccc(S(=O)(=O)N2CCCCC2)c1`?
SIAH1 antagonists: -1%; RSV antiviral HEp-2: 0.0%; PhoP inhibition: -2%; Myeloid diff 2: inactive; Myeloid diff 2 GFP+ MAC1+ %: 0.7

Results for CCOC(=O)Cc1c(C)nc2c(-c3ccccc3)cnn2c1C ?
SIAH1 antagonists: 4%; RSV antiviral HEp-2: 13%; PhoP inhibition: 4%; XIAP antagonists: -5.8%; human PMI inhibition: 1%; Myeloid diff 2: inactive; WT yeast gro inh: -2; TNAP activators: 1; human PMI inhibitors: 2%; WT yeast gro inh mutant strain: -16; Myeloid diff 2 GFP+ MAC1+ %: 0.2

Results for N#Cc1c(-n2cccc2)cccc1-n1cccc1 ?
SIAH1 antagonists: 1%; PhoP inhibition: 1%; XIAP antagonists: -5.6%; human PMI inhibition: 0%; Myeloid diff 2: inactive; WT yeast gro inh: 19; TNAP activators: 1.1; human PMI inhibitors: 3%; WT yeast gro inh mutant strain: 11; Myeloid diff 2 GFP+ MAC1+ %: 3.5

Results for OCc1c(OCc2cccc(F)c2)ccc2ccccc12 ?
SIAH1 antagonists: -1%; RSV antiviral HEp-2: 12%; PhoP inhibition: -6%; Myeloid diff 2: inactive; Myeloid diff 2 GFP+ MAC1+ %: 0.5

Results for COc1cccc(/C=N/NC(=O)c2ccc(=O)[nH]n2)c1O ?
SIAH1 antagonists: -4%; RSV antiviral HEp-2: 3.6%; PhoP inhibition: -2%; Myeloid diff 2: inactive; Myeloid diff 2 GFP+ MAC1+ %: 0.5

Results for O=C(CCCC(=O)OCC(Cl)=C(Cl)Cl)Nc1cccc2ccccc12 ?
SIAH1 antagonists: -1%; RSV antiviral HEp-2: 0.9%; PhoP inhibition: -14%; XIAP antagonists: -0.5%; human PMI inhibition: 8%; Myeloid diff 2: inactive; WT yeast gro inh: 21; TNAP activators: 1.2; human PMI inhibitors: 0%; WT yeast gro inh mutant strain: 9; Myeloid diff 2 GFP+ MAC1+ %: 0.3

What do the screens show for `C(#CCN1CCCC1)CC(c1ccccc1)c1ccccc1`?
SIAH1 antagonists: 5%; RSV antiviral HEp-2: -1.1%; PhoP inhibition: 7%; XIAP antagonists: -0.7%; human PMI inhibition: 3%; Myeloid diff 2: inactive; WT yeast gro inh: 16; TNAP activators: 1.1; human PMI inhibitors: 3%; WT yeast gro inh mutant strain: 1; Myeloid diff 2 GFP+ MAC1+ %: 0.5

Results for COc1cccc(-c2nn(C)c3sc(C(=O)N4CCN(c5ccccc5)CC4)cc23)c1 ?
SIAH1 antagonists: -3%; RSV antiviral HEp-2: 12%; PhoP inhibition: -7%; XIAP antagonists: -4.1%; human PMI inhibition: 17%; Myeloid diff 2: inactive; WT yeast gro inh: 33; TNAP activators: 1; human PMI inhibitors: 16%; WT yeast gro inh mutant strain: -15; Myeloid diff 2 GFP+ MAC1+ %: 0.6

How did COc1ccc(-c2nsc(SCC(=O)NCc3ccc4c(c3)OCO4)n2)cc1 do in these assays?
SIAH1 antagonists: 9%; RSV antiviral HEp-2: 1.0%; PhoP inhibition: -22%; XIAP antagonists: -3.8%; human PMI inhibition: -18%; Myeloid diff 2: inactive; WT yeast gro inh: -2; TNAP activators: 1.2; human PMI inhibitors: 4%; WT yeast gro inh mutant strain: -7; Myeloid diff 2 GFP+ MAC1+ %: 0.3

How did O=C(NCc1ccc2c(c1)OCO2)c1cc(-c2ccccc2)c(N2CCOCC2)s1 do in these assays?
SIAH1 antagonists: 4%; RSV antiviral HEp-2: 4.3%; PhoP inhibition: 1%; Myeloid diff 2: inactive; Myeloid diff 2 GFP+ MAC1+ %: 1.2

How did COc1cc(OC)cc(C(=O)NCCCN2CCN(CCCNC(=O)c3cc(OC)cc(OC)c3)CC2)c1 do in these assays?
SIAH1 antagonists: 4%; RSV antiviral HEp-2: 0.7%; PhoP inhibition: -15%; XIAP antagonists: -1.7%; human PMI inhibition: -1%; Myeloid diff 2: inactive; WT yeast gro inh: -6; TNAP activators: 1.1; human PMI inhibitors: 14%; WT yeast gro inh mutant strain: -12; Myeloid diff 2 GFP+ MAC1+ %: 2.6

Results for Cn1c(SCc2ccccc2Br)nc2ccccc2c1=O ?
SIAH1 antagonists: 1%; RSV antiviral HEp-2: 1.6%; PhoP inhibition: -2%; Myeloid diff 2: inactive; Myeloid diff 2 GFP+ MAC1+ %: 0.4

Results for CCCCCCC(C)OC(=O)c1ccccc1C(=O)O (stereo not given) ?
SIAH1 antagonists: 4%; RSV antiviral HEp-2: 3.4%; PhoP inhibition: 1%; Myeloid diff 2: inactive; Myeloid diff 2 GFP+ MAC1+ %: 0.3

Results for CCCN1CCC(NC(=S)Nc2ccc(C(=O)OCC)cc2)CC1 ?
SIAH1 antagonists: -1%; RSV antiviral HEp-2: 0.4%; PhoP inhibition: 0%; XIAP antagonists: -8.0%; human PMI inhibition: 15%; Myeloid diff 2: inactive; WT yeast gro inh: -7; TNAP activators: 1; human PMI inhibitors: 11%; WT yeast gro inh mutant strain: 14; Myeloid diff 2 GFP+ MAC1+ %: 1.5

How did Cc1ccc(C)c(S(=O)(=O)N/N=C/c2cccnc2)c1 do in these assays?
SIAH1 antagonists: -4%; RSV antiviral HEp-2: 1.4%; PhoP inhibition: -4%; XIAP antagonists: -8.1%; human PMI inhibition: -49%; Myeloid diff 2: inactive; WT yeast gro inh: -7; TNAP activators: 1.1; human PMI inhibitors: -26%; WT yeast gro inh mutant strain: 13; Myeloid diff 2 GFP+ MAC1+ %: 0.2

How did CCOC(=O)CCC(=O)O[C@H]1[C@H](O[C@@H]2[C@@H](C)[C@H](O[C@H]3C[C@@](C)(OC)[C@@H](O)[C@H](C)O3)[C@@H](C)C(=O)O[C@H](CC)[C@@](C)(O)[C@H](O)[C@@H](C)C(=O)[C@H](C)C[C@@]2(C)O)O[C@H](C)C[C@@H]1N(C)C do in these assays?
SIAH1 antagonists: -1%; RSV antiviral HEp-2: -0.3%; PhoP inhibition: -14%&4%; XIAP antagonists: -8.0%; human PMI inhibition: -8%; Myeloid diff 2: active; WT yeast gro inh: 39; TNAP activators: 1.1; human PMI inhibitors: -1%; WT yeast gro inh mutant strain: -3; Myeloid diff 2 GFP+ MAC1+ %: 17*

What do the screens show for `COc1ccc(CCNC(=O)c2ccc(-c3ccc([N+](=O)[O-])cc3)o2)cc1OC`?
SIAH1 antagonists: 10%; RSV antiviral HEp-2: 3.0%; PhoP inhibition: -5%; XIAP antagonists: -9.5%; human PMI inhibition: 26%; Myeloid diff 2: inactive; WT yeast gro inh: -11; TNAP activators: 1; human PMI inhibitors: 21%; WT yeast gro inh mutant strain: -23; Myeloid diff 2 GFP+ MAC1+ %: 0.9

What do the screens show for `O=C(O)c1ccccc1N(Cc1ccccc1)C(=O)COc1ccccc1`?
SIAH1 antagonists: 2%; RSV antiviral HEp-2: 3.8%; PhoP inhibition: -3%; Myeloid diff 2: inactive; Myeloid diff 2 GFP+ MAC1+ %: 0.8

Results for CCOC(=O)Cn1c2ccccc2c2nc3ccccc3nc21 ?
SIAH1 antagonists: 4%; RSV antiviral HEp-2: 0.8%; PhoP inhibition: -7%; XIAP antagonists: -9.4%; human PMI inhibition: 2%; Myeloid diff 2: inactive; WT yeast gro inh: -2; TNAP activators: 1; human PMI inhibitors: -19%; WT yeast gro inh mutant strain: -2; Myeloid diff 2 GFP+ MAC1+ %: 1.3

How did Cc1ccc(C2=NN(CCC#N)C(=O)CO2)cc1 do in these assays?
SIAH1 antagonists: 1%; RSV antiviral HEp-2: 1.9%; PhoP inhibition: 1%; Myeloid diff 2: inactive; Myeloid diff 2 GFP+ MAC1+ %: 1.4

Results for O=C1OC(/C(=C\Nc2cc(Cl)ccc2O)[N+](=O)[O-])c2ccccc21 (stereo not given) ?
SIAH1 antagonists: 1%; RSV antiviral HEp-2: -0.8%; PhoP inhibition: -9%; XIAP antagonists: -15%; human PMI inhibition: 9%; Myeloid diff 2: inactive; WT yeast gro inh: -21; TNAP activators: 0.6; human PMI inhibitors: 13%; WT yeast gro inh mutant strain: 4; Myeloid diff 2 GFP+ MAC1+ %: 2.1

How did CC(=O)Nc1ccc(C(=O)NCC2CCCCC2)cc1 do in these assays?
SIAH1 antagonists: 1%; RSV antiviral HEp-2: 0.1%; PhoP inhibition: -6%; Myeloid diff 2: inactive; Myeloid diff 2 GFP+ MAC1+ %: 0.0

Fetched by compound from the list above, two records:
Results for CCCN1CCC(NC(=S)Nc2ccc(C(=O)OCC)cc2)CC1 ?
SIAH1 antagonists: -1%; RSV antiviral HEp-2: 0.4%; PhoP inhibition: 0%; XIAP antagonists: -8.0%; human PMI inhibition: 15%; Myeloid diff 2: inactive; WT yeast gro inh: -7; TNAP activators: 1; human PMI inhibitors: 11%; WT yeast gro inh mutant strain: 14; Myeloid diff 2 GFP+ MAC1+ %: 1.5

What do the screens show for `O=C(O)c1ccccc1N(Cc1ccccc1)C(=O)COc1ccccc1`?
SIAH1 antagonists: 2%; RSV antiviral HEp-2: 3.8%; PhoP inhibition: -3%; Myeloid diff 2: inactive; Myeloid diff 2 GFP+ MAC1+ %: 0.8
